Compound activity deposited in PubChem BioAssay by The Scripps Research Institute Molecular Screening Center.
FBW7 activator – activators of human E3 ligase FBW7 | Q969H0 | AlphaScreen FBW7–phospho-cyclin E peptide binding, activator screen | normalized activity (activation), % at 26.1 µM | 0.13% of 650,000 active | AID 1259310; in the data active = normalized activity above about 1.9%;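 also: purified mutant Fbw7 with reduced substrate affinity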
MITF inh – human MITF inhibition, primary screen; AID 1259374; O75030; inhibition, % at 2.6 µM; 0.91% of 650,000 active; AlphaScreen MITF homodimerization, bead proximity signal; in the data active = inhibition above about 50%;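 also: 0% = vehicle wells with protein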
Target sequence (O75030 whole entry, looked up): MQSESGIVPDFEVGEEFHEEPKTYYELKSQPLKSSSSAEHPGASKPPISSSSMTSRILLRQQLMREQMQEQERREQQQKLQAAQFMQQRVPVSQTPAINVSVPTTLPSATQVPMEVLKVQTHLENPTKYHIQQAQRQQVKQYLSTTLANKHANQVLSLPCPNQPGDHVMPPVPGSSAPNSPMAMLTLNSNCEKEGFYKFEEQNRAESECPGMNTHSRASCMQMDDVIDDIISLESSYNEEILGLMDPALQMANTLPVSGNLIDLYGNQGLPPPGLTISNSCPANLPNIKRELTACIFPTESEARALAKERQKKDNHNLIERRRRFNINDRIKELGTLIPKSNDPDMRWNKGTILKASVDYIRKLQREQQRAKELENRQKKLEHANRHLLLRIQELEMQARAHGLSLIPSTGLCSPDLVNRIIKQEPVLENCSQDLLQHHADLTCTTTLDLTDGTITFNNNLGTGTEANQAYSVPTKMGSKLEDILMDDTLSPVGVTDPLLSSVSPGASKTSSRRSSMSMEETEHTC
GPR151 activ – activators of human GPR151 | PathHunter beta-arrestin GPR151 cells, luminescence | activation, % at 11.2 µM | 1% of 650,000 active | AID 1508602; in the data active = activation above about 4.9%;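 also: 0% = median of compound wells and 100% = cells with positive control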
Target sequence (Q8TDV0 whole entry, looked up): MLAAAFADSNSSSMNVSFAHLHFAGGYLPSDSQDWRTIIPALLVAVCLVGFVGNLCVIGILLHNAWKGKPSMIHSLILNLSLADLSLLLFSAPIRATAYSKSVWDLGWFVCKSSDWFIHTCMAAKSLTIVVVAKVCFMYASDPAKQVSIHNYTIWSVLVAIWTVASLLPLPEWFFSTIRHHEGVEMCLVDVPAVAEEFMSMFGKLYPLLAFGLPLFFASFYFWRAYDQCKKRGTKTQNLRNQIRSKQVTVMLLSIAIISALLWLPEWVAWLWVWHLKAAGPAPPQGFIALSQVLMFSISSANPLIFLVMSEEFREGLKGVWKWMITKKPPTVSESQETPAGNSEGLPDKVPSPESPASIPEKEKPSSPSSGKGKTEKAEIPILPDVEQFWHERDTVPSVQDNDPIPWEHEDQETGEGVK
TEAD-YAP inh – TEAD-YAP interaction inhibition. HEK-TIYL cells, TEAD-Gal4/YAP UAS-luciferase luminescence. inhibition, % at 9.12 µM. 1.4% of 640,000 active. AID 1259422; in the data active = inhibition above about 32%;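 also: 0% = median of test compound wells and 100% = reference inhibitor wells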
An asterisk follows results filed as active; & = joins results of further samples.

Value order: FBW7 activator	MITF inh	GPR151 activ	TEAD-YAP inh
- Nc1cccc(NC(=O)c2cccc(N)c2)c1
    0.6	23	-1.4	-12
- COc1ccc(/C=C/C(=O)Nc2ccc3nc(N4CCOCC4)cc(C)c3c2)cc1
    0.4	10	-0.6	1
- CCOc1ccc(-n2c(SCc3cccnc3)nc3c(sc(=S)n3-c3ccc(C)c(C)c3)c2=O)cc1
    0.4	5	0.1	0
- CC(C)(C)c1cc(C(=O)N2CCC(O)(c3ccccn3)CC2)n[nH]1
    -0.1	4	-0.3	-1
- COc1ccc(OC)c(NC(=O)Cn2c(CC(=O)N3CCOCC3)nc3ccccc32)c1
    0.1	6	-0.1	1
- Cc1ccc(OCCCC(=O)Nc2nncs2)cc1
    0.2	8	-1.1	-11
- C=CCNC(=O)c1cc(-c2ccc3c(c2)OCO3)on1
    -0.1	0	-0.9	-16
- Cc1cc(Nc2ccccc2Cl)nc(-c2ccccc2O)n1
    0.1	-2	-0.5	-7
- CC1Cc2ccccc2N1C(=O)c1sc2nc3cc4c(cc3cc2c1N)OCO4 (stereo not given)
    0.1	-10	-1.1	-5
- O=C(c1ccccc1)n1nc(-c2ccco2)nc1NCc1ccccc1
    0.4	11	-0.7	-13
- O=[N+]([O-])c1cccc(Nc2nc(-c3ccccn3)cs2)c1
    -0.4	-1	-1.2	-31
- COC(=O)CCCNC(=O)CCc1nnc(CCCCc2ccccc2)o1
    0.1	-6	0.6	-3
- O=C1CCCC2=C1C(c1cccs1)n1c(nc3ccccc31)N2 (stereo not given)
    0.0	-11	-2.7	-19
- O=C(c1ccccc1Cl)N1CCN(S(=O)(=O)c2ccccc2[N+](=O)[O-])CC1
    0.0	14	-0.3	1
- CN(C)c1cc(F)cc(-c2ccnc(Nc3ccc(-n4cnc(N5CCC(O)CC5)n4)cc3)n2)c1
    0.2	-9	2.7	65*

A different layout for some results above.
Structure	FBW7 activator	MITF inh	GPR151 activ	TEAD-YAP inh
CC1Cc2ccccc2N1C(=O)c1sc2nc3cc4c(cc3cc2c1N)OCO4 (stereo not given)	0.1	-10	-1.1	-5
O=C(c1ccccc1)n1nc(-c2ccco2)nc1NCc1ccccc1	0.4	11	-0.7	-13
O=[N+]([O-])c1cccc(Nc2nc(-c3ccccn3)cs2)c1	-0.4	-1	-1.2	-31
COC(=O)CCCNC(=O)CCc1nnc(CCCCc2ccccc2)o1	0.1	-6	0.6	-3

Going on with the list.
Value order: FBW7 activator	MITF inh	GPR151 activ	TEAD-YAP inh
- Cc1cc(C)nc(NC(=O)c2cccnc2Cl)n1
    0.1	-1	-0.4	-6
- COc1nc(Nc2ccccc2)nc(-c2cccc(C(C)=O)c2)n1
    0.0	1	2.5	-6
- O=C(Nc1cccc(-c2nc3ncccc3o2)c1)c1ccccc1F
    0.1	-4	0.4	-19
- COc1ccc(Cl)cc1NC(=O)C12CCC(C)(C(=O)C1)C2(C)C (stereo not given)
    0.2	19	2.1	8
- O=C(CS(=O)(=O)Cc1ccccc1)Nc1cc(Cl)ccc1Cl
    0.8	12	-0.9	-15
- C=CCc1ccc(OCCCCNCCN(C)C)c(OC)c1
    -0.1	1	-0.1	1
- C=CCNc1nc(NCC(=O)OCC)nc(NCC(=O)OCC)n1
    0.1	-1	0.4	0
- Cc1ccc(-c2ncn(-c3ccc(Nc4nccc(-c5cccc(-n6cccn6)c5)n4)cc3)n2)cn1
    0.4	27	0.4	5
- O=C1CCCN1CC(=O)N1CCCC1c1nc2ccccc2[nH]1 (stereo not given)
    0.0	-7	1.5	-2
- CC(C)n1c(CCC(=O)O)ccc1-c1ccccc1
    0.0	9	0.6	4
- O=c1[nH]c(N2CCCCC2)nc2c1CCN(CC1CCC=CO1)C2 (stereo not given)
    -0.1	-8	0.0	-4
- Cc1ccc(OCCSc2nc3ccc(Br)cc3[nH]2)cc1
    0.2	-15	1.5	-1
- CCN1CCN(C(=O)C(C)Oc2ccc(Cl)cc2Cl)CC1 (stereo not given)
    0.1	4	-0.8	-1
- CCCCOc1cccc(-c2nnc(N)s2)c1
    -0.1	-3	-0.9	-13
- O=C1C2C3C=CC(CC3)C2C(=O)N1/N=C/c1ccccc1I (stereo not given)
    -0.1	-9	1.4	-7

2 compounds picked at random from those above:
Value order: FBW7 activator	MITF inh	GPR151 activ	TEAD-YAP inh
- Cc1cc(Nc2ccccc2Cl)nc(-c2ccccc2O)n1
    0.1	-2	-0.5	-7
- Cc1ccc(OCCSc2nc3ccc(Br)cc3[nH]2)cc1
    0.2	-15	1.5	-1

Additional results follow:
Value order: FBW7 activator	MITF inh	GPR151 activ	TEAD-YAP inh
- Cc1nn(C)c(C)c1-c1ccc(C(=O)NCc2nc3ccccc3[nH]2)s1
    0.0	1	-0.8	2
- COC(=O)c1ccc(NC(=O)c2noc3c2COc2ccc(C)cc2-3)cc1
    0.0	-1	-1.7	-6
- CC(C)C(C(=O)Nc1ccccc1)N1C(=O)c2ccccc2C1=O (stereo not given)
    0.1	10	-1.7	12
- COc1cccc(C(=O)CSc2nc3cccnc3n2C)c1
    0.5	-10	-0.1	8
- C=CCn1c(=O)c2c(nc3n(C4CCCCC4)c(C)cn23)n(C)c1=O
    -0.1	4	0.3	-7
- Cc1ccccc1CN1CCN(c2ncccn2)CC1
    0.2	35	-0.5	-14
- CCC(=O)N1CCc2cc(S(=O)(=O)Nc3ccc(CC)cc3)ccc21
    0.2	5	0.0	5
- CCC(Sc1nc(C)cc(C)n1)C(=O)Nc1ccc(Cl)cn1 (stereo not given)
    -0.1	3	-0.5	7
- CCc1ccccc1NC(=O)C1(c2ccc(F)cc2)CC1
    0.3	-6	0.0	-8
- N/C(=N\OC(=O)Cc1cccs1)c1ccc(Cl)cc1
    -0.1	3	-0.7	-23
- CCOCCCNCc1cccc(OC)c1
    -0.1	44	1.1	3
- CCCCc1ccc(NC(=O)C(=O)NCc2ccccc2Cl)cc1
    0.1	17	-0.4	-3
- CC(OC(=O)CN1C(=O)c2ccccc2C1=O)c1nc2ccccc2s1 (stereo not given)
    0.7	1	-1.5	0
- CCC(=O)Oc1ccc(C(=O)NCc2ccc(C)cc2)cc1
    0.8	-10	-0.4	0
- CCCn1c2ccccc2c2nnc(SC(CC)C(=O)Nc3ccccc3C#N)nc21 (stereo not given)
    0.3	13	0.0	2
- CCNc1cccc(C(=O)NC2CCN(Cc3ccccc3)CC2)n1
    0.1	0	-1.8	-1
- Cc1cc(C(=O)CN(Cc2ccccc2)S(=O)(=O)c2cccs2)c(C)n1C
    0.1	7	0.0	-2
- Cc1cc(NC(=O)CN2C(=O)CCc3ccccc32)ccc1Br
    0.5	15	-1.2	11
- Cc1ccc([N+](=O)[O-])cc1N=Cc1cc([N+](=O)[O-])ccc1O
    0.7	16	-0.6	9
- N#Cc1c(N2CCCCC2)nc(NCc2ccccc2)c2c1CCN(Cc1ccccc1)C2
    0.1	6	0.0	8
- Cc1ccc(N2NC3(CC(C)CC(C)(C)C3)NC2=S)cc1 (stereo not given)
    -0.1	-4	-0.1	8
- CC(C)C(c1nnnn1CCc1ccccc1)N1CCCCC1 (stereo not given)
    0.2	-6	0.3	6
- Cn1cc(CCC(=O)N2CCCC(C(=O)Nc3ccc(-c4cscn4)cc3)C2)cn1 (stereo not given)
    0.2	10	-1.2	-9
- Cc1cc(=O)n2nc(N3CCCC3C(=O)NCc3ccccc3F)sc2n1 (stereo not given)
    -0.2	5	3.7	4
- CC(C)C(C)NC(=O)CSc1nnc(NCc2ccccc2)s1 (stereo not given)
    0.1	53*	0.7	-9
- O=C(O)c1cc(Br)ccc1N=Cc1nc(-c2ccccc2Br)oc1O
    -0.1	12	0.1	2
- COc1ccccc1-n1nc(C(=O)Nc2ccc(C)c(F)c2)c2ccccc2c1=O
    0.1	15	0.4	-2
- COc1cc(-c2nc3sc4c(c3c(=O)[nH]2)CCCC4)cc(Cl)c1OCCOc1ccccc1C
    0.0	10	-0.3	-1
- CCCS(=O)(=O)N1CCCC(C(=O)NC2CCCCC2C)C1 (stereo not given)
    0.8	8	-0.6	6
- CC(=O)/C(CC[N+](C)(C)C)=N\O
    0.0	0	1.8	6
- Cc1nc(SCc2ccccc2F)[nH]c(=O)c1CC(=O)N1CCN(c2ccccc2F)CC1
    0.0	7	-0.4	4
- Cc1nc(NCCN)c(C#N)c2c1COC(C)(C)C2
    0.0	3	-0.5	10
- Cc1cc2nc(N3CCC(N4CCC(N(C)C)C4)CC3)nc(C)c2cc1C (stereo not given)
    0.1	0	2.6	-14
- CC1=C(C(=O)OCc2ccccc2)C(c2ccc([N+](=O)[O-])cc2)CC(=O)N1 (stereo not given)
    -0.2	0	1.8	4
- CS(=O)(=O)N1CCC(c2ccc(F)cc2)CC1
    -0.1	-13	1.0	1
- Cc1ccc(C2C3=C(Nc4c2c(=O)n(C)c(=O)n4C)c2ccccc2C3=O)cc1 (stereo not given)
    0.5	2	-0.3	-4
- COC(=O)CCc1c(C)c(C#N)c2nc3ccccc3n2c1N1CCOCC1
    0.5	9	0.6	-1
- CCCCN(C)C(=O)CNC(=O)c1nn(-c2ccc(OC)cc2OC)c(=O)c2ccccc12
    0.1	6	-0.4	-11
- CCOc1ccccc1Nc1nnc(SCC(=O)c2cc(OC)ccc2OC)s1
    0.1	3	-0.1	1
- Cc1ccc(S(=O)(=O)N2C(=O)CCC2C(=O)Nc2ccc(C)c(C)c2)cc1 (stereo not given)
    -0.1	7	-0.7	0
- C=CCNC(=O)C(=O)Nc1ccc(OC)c(OC)c1
    -0.2	9	-0.9	-9
- O=C(CCc1ccccc1)Nc1ccc(I)cc1
    0.1	0	1.1	-42
- CCOc1ccc(CCNC(=O)c2cc3ccccc3oc2=O)cc1OCC
    0.5	11	-0.6	-5
- CC(CC(=O)Nc1ccc(S(=O)(=O)NCC2CCCO2)cc1)c1ccccc1 (stereo not given)
    0.0	-8	-0.5	10
- CCOC(=O)c1cc2oc(C)cc2n1CC#N
    -0.1	-2	0.1	1
- Cc1nnc(SCC(=O)Nc2cc(C(F)(F)F)ccc2Cl)[nH]c1=O
    0.0	4	0.3	6
- COc1ccc2oc(C)c(C(=O)O)c2c1
    0.0	3	-1.0	4
- Cc1cc(C(=O)COC(=O)c2cc(=O)c3ccccc3o2)c(C)n1CC(F)(F)F
    0.2	12	0.0	-30
- COc1ccc2c(c1)CC(C(=O)Nc1ccc(-c3cn[nH]c3)cc1OCCN)CO2 (stereo not given)
    -0.1	27	-0.5	38*
- Cc1cccc(-c2nc(Nc3ccc4c(c3)OCCO4)c3ccccc3n2)c1
    0.3	3	-0.2	0
- COCCn1c(COc2ccccc2)nnc1SCC(N)=O
    0.0	1	0.2	4
- CC1(C)C2CCC1(CS(=O)(=O)Nc1cc(C(=O)Nc3ccc(F)c(F)c3)ccc1N1CC3CC(C1)c1cccc(=O)n1C3)C(=O)C2 (stereo not given)
    0.0	2	0.1	-1
- CCOCCC(=O)N(CC)c1ccccc1
    0.7	-11	0.5	6
- CCCNC(=O)c1cc2n(n1)C(C(F)(F)F)CC(c1cccs1)N2 (stereo not given)
    -0.1	6	0.8	5
- COc1ccc(S(=O)(=O)N2CCC(C(=O)N3CCC(C(N)=O)CC3)CC2)cc1C
    0.5	-6	0.7	-2
- O=C(NCc1ccccc1)c1csc(-c2csc3ccccc23)n1
    -0.1	-7	1.4	8
- N#CCC(=O)NNC(=S)Nc1ccc(F)cc1F
    -0.4	7	0.4	1
- c1ccc(Nc2cc(Nc3ccc(N4CCOCC4)cc3)ncn2)cc1
    0.2&0.2	24&20	1.5&-2.2	-16&1
- CCN(CC)C(=O)c1cnn(-c2ccccc2)c1NC(=O)c1ccc(C)cc1
    0.0	-15	-1.0	3
- O=C(NCC1CCCO1)c1ccc(Cn2nnc3ccccc3c2=O)cc1 (stereo not given)
    0.1	0	1.3	4

Next section:
Value order: FBW7 activator	MITF inh	GPR151 activ	TEAD-YAP inh
- Cc1nn2c(N)c(-c3ccc(Cl)cc3)cnc2c1-c1ccccc1
    1.0	16	0.4	4
- Cc1nc(-c2cccc(NS(=O)(=O)c3ccc(Br)cc3)c2)cs1
    0.7	12	-0.4	4
- O=C(Cc1cccc(C(F)(F)F)c1)Nc1ccccc1C(F)(F)F
    -0.1	-3	1.1	4
- C=CCN(C(=O)c1ccc(N2CC3CC(C2)c2cccc(=O)n2C3)c(NC(=O)c2cccs2)c1)c1ccccc1 (stereo not given)
    -0.2	-2	0.7	4
- COc1ccc(-c2ccc(/C=C3/C(=O)NC(=O)N(c4ccccc4)C3=O)o2)c([N+](=O)[O-])c1
    0.3	6	-0.5	-15
- Cc1cc(C)n(C(=O)COc2ccc([N+](=O)[O-])cc2)n1
    -0.1	-5	-1.2	-3
- Cc1[nH]c(C=O)c(C)c1C(=O)OCc1ccccc1
    -0.1	2	0.8	-29
- Cc1cccc(OC(C)C(=O)N2CCN(Cc3ccc4c(c3)OCO4)CC2)c1 (stereo not given)
    0.0	-1	4.0	10
- CC(C)C(NC(=O)OC(C)(C)C)C(=O)NC(C(=O)NC(C(=O)NN)C(C)C)C(C)C (stereo not given)
    -0.1	-1	0.7	14
- CN1C(=O)/C(=C2\SC(=S)N(c3ccc(C(=O)O)cc3)C2=O)c2ccccc21
    0.1	21	5.6*	7
- CN(C)S(=O)(=O)c1ccc2c(c1)c(=O)c(C(=O)NC1CCCCC1)cn2C
    0.3	1	1.6	4
- C=CCC(CC=C)(NC(=O)c1ccc([N+](=O)[O-])cc1)c1ccccc1
    0.1	-7	2.8	-5
- O=C1CCN(c2c(NC(=O)c3ccc(Br)o3)ccc(F)c2F)CC1
    0.2	-10	-1.0	6
- Cc1cc(I)ccc1NC(=O)/C=C/c1ccco1
    -0.1	14	-0.8	20
